Screens (PubChem)
A549 tox: A549 cytotoxicity, counter-screen for Nrf2 inhibitors; A549 ARE-Fluc cells, CellTiter-Fluor viability, 18-24 h; 390,000 tested, 0.16% active; Potency, µM (titrated, usually from 46 µM), for inactives: at the top dose activity change, negative = cytotoxicity, usual class: inhibitors; note: potency is the fitted concentration of half-maximal effect; % is set by controls: 0 for no effect and ±100 for the full control effect
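Cytotoxicity counterscreen: CellTiter-Fluor fluorescence was measured in A549 ARE_Fluc cells after 18-24 h of compound exposure in a concentration series. The subsequent BugLite luminescent read reports ARE-luciferase activity.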
ATXN2 expr inh: reduces ATXN2 reporter expression in HEK-293 cells | HEK-293 ATXN2-luciferase reporter, luminescence, 24 h | Potency, µM (top dose mostly 57 µM), inactives show top-dose activity change, negative = inhibition, actives largely listed as inhibitors | 360,000 tested, 0.72% active; note: potency is the fitted concentration of half-maximal effect; % is set by controls: 0 for no effect and ±100 for the full control effect; nearly all actives have a fitted effect of over 55% in size
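qHTS (up to 57 uM final) was run with 24 h compound exposure of reporter cells at 37 °C. Each well was multiplexed: SteadyGlo luminescence measured ATXN2-luciferase expression after a fluorogenic Gly-Phe-AFC viability readout (25 uM final).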
TGFb inhibitor: inhibitors of TGF-b signaling; HepG2 CAGA-GFP TGF-b/SMAD3 reporter, GFP fluorescence, 18 h; TGF-beta stimulated, 500 pg/mL final; Potency, µM (titrated, usually from 46.1 µM), without a hit: at the top dose activity, negative = inhibition, most hits filed as inhibitors; 410,000 tested, 1.2% active; note: potency is the fitted concentration of half-maximal effect; % is set by controls: 0 for no effect and ±100 for the full control effect; nearly all actives have a fitted effect of over 65% in size
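TGF-beta reporter screen: HEPG2 CAGA-GFP, 1% FBS, 500 pg/mL TGF-beta final, 18 h; per-cell GFP summed per well; curves fitted and categorized by class.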
HepG2 tox: HepG2 cytotoxicity, counter-screen for TGF-b inhibitors; HepG2 CAGA-GFP viability, ATP luminescence, 18 h; Potency, µM (top dose mostly 46.1 µM), for inactives: at the top dose activity change, negative = cytotoxicity, usual class: cytotoxic; 410,000 tested, 0.76% active; note: potency is the fitted concentration of half-maximal effect; some results filed as inactive show a strong effect at the top dose
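HepG2 CAGA-GFP cells (1000/well, DMEM with 1% FBS) received compound, then TGF-beta at 500 pg/mL final, and were incubated 18 hours at 37 degrees C. Viability was read by CellTiter-Glo luminescence. Media-only wells were set as complete cell-killing and DMSO as no toxicity.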
IL2 activator: IL-2 activation; 360,000 tested, 0.065% active; IL-2 activation reporter assay, cell-based qHTS; stimulated with anti-CD3/CD4/CD28 beads; in transgenic mouse T cells; activation, % (series mostly up to about 46 µM); in the data active = activation above about 50%; inconclusive = mostly about 30% to 49%; note: 0% is about no effect
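Readout is EGFP and DsRed signal by fluorescent plate cytometry after 18 h at 37 degrees C. Transgenic mouse T cells (750/well) received compound for 60 min before bead stimulation (anti-CD3, anti-CD4, anti-CD28); memory T cells served as non-tolerant control.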
EPAC2 ag: EPAC2 (human) agonism; 360,000 tested, 0.079% active; EPAC2 activation, biochemical qHTS; response scale: 100% = 6.5 mM cAMP response; Potency, µM (doses to about 154 µM), for the others: at the highest dose activation, usual class: activators; note: potency is the fitted concentration of half-maximal effect; nearly all actives have a fitted effect of over 50% in size
Target sequence (Q8WZA2 whole entry, looked up): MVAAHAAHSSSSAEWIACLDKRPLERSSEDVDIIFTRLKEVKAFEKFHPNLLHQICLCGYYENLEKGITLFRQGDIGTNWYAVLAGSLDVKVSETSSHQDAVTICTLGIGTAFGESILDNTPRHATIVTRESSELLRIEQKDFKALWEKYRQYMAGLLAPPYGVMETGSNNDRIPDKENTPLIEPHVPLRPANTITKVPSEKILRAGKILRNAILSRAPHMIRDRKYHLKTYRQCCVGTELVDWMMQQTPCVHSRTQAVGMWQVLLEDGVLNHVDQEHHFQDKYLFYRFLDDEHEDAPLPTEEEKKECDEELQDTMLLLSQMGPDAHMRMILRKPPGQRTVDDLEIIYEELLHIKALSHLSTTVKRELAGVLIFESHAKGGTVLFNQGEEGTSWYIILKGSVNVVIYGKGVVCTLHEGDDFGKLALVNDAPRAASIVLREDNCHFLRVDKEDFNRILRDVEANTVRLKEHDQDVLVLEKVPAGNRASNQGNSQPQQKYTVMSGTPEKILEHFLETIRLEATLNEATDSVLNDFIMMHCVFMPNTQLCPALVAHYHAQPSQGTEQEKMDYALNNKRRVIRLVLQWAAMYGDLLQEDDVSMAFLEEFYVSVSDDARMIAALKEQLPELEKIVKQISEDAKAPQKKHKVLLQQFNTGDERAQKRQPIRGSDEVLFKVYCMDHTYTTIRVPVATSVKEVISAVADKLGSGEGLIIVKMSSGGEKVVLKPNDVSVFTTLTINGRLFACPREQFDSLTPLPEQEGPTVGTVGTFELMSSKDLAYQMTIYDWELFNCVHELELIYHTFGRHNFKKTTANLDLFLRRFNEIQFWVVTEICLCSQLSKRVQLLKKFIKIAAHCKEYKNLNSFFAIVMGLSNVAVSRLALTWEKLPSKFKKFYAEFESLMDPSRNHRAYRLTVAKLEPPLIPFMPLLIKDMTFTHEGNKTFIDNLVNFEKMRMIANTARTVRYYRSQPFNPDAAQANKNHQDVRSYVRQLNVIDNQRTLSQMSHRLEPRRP
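In this primary screen, activation is scored as increased exchange of BODIPY-GDP from Rap1B by 100 nM EPAC2, with 50 uM GDP as competitor. Signal is normalized to the 6.5 mM cAMP agonist control.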
Nrf2 block: inhibitors of Nrf2 signaling. 360,000 tested, 2.1% active. A549 ARE-Fluc reporter, luciferase luminescence, 18-24 h. AID 504444. Potency, µM (series often up to 46 µM), inactives show top-dose activity change, negative = inhibition, usual class: inhibitors; note: potency is the fitted concentration of half-maximal effect; % is set by controls: 0 for no effect and ±100 for the full control effect; nearly all actives have a fitted effect of over 60% in size
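A549 ARE_Fluc cells, 5000/well, 5% FBS OPTI-MEM; compounds in dose-response, 18-24 h at 37 °C/5% CO2; CellTiter-Fluor viability read (Ex 405/Em 525), then BugLite luciferase luminescence = Nrf2 activity.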
ATXN viability: reduces viability in counter-screen for ATXN expression inhibitors; S2 cells (HEK-293 line with an ATXN2-luciferase reporter) viability, CellTiter-Fluor protease fluorescence, 24 h; Potency, µM (top dose mostly 56.7 µM), actives largely listed as cytotoxic; 400,000 tested, 0.49% active; AID 651635; note: potency is the fitted concentration of half-maximal effect; nearly all actives have a fitted effect of over 40% in size
Nrf2 activator: activators of Nrf2 (ARE) signaling; Potency, µM (series often up to 46.1 µM), for the others: at the highest dose activation, most hits filed as activators; 410,000 tested, 0.31% active; AREc32 ARE-luciferase reporter (MCF7-derived line), luminescence, 24 h; note: potency is the fitted concentration of half-maximal effect; % of control where 0% means no effect; nearly all actives have a fitted effect of over 65% in size
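AREc32 cells carrying an ARE-driven firefly luciferase reporter were seeded at 1000 cells/well in OPTI-MEM with 5% FBS, then exposed to compound for 24 hr at 37 deg C. Luminescence was read with Steady-Glo after 30 min at RT.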
Active calls of the source: *; i = inactive; u = inconclusive; x = not tested or not shown; & = joins results of further samples; [ ] = dose if it differs, or a comment. Unless noted, calls come from the whole dose curve; as a rule, active = well fitted curve in the direction sought with a large enough effect; inconclusive = small, poorly fitted or top-dose-only effect, or another doubt; inactive = no such curve, though single readings can be large; an effect the other way counts as inactive or inconclusive.

SMILES | A549 tox | ATXN2 expr inh | TGFb inhibitor | HepG2 tox | IL2 activator | EPAC2 ag | Nrf2 block | ATXN viability | Nrf2 activator
Cc1ccc(-c2nc3ccccc3c(C(=O)NCc3cccs3)c2C)cc1 | -12% | -2% | u | -5% | 0.0 | u | -21% | i | 6.5%
Cc1ccccc1C(=O)NC(=S)Nc1ccccc1C(=O)O | 0% | -6% | -14% | -3% | 0.4 | 7% | -11% | i | 0.1%
Cc1nn(CCCC(=O)N2CCN(c3ccc(F)cc3)CC2)c(C)c1[N+](=O)[O-] | 1% | -19% | -22% | -30% | -5.8 | -3% | 3% | i | -0.6%
N#Cc1nc(-c2ccc(F)cc2)oc1NCc1ccco1 | 7% | x | -15% | -21% | 0.4 | 3% | 16% | i | u
CCOC(=O)c1cnn(C)c1NC(=O)c1ccc([N+](=O)[O-])cc1 | 0% | 18% | 9% | 4% | 0.5 | 6% | 4% | i | 0.5%
CCCc1cc(C(=O)N/N=C/c2ccc(CC)s2)c2ccccc2n1 | -22% | u | -8% | -6% | -1.3 | -1% | u | u | -0.4%
Cn1c(CN2CCOCC2)nnc1SCC(=O)Nc1cc(Cl)ccc1Cl | 3% | 15% | 0% | 1% | 0.2 | 3% | -4% | i | -2.3%
O=S1(=O)CC(N2CCN(CCO)CC2)CN1Cc1cn(Cc2ccc(Cl)cc2)nn1 (centres undefined) | x | -9% | x | x | 0.5 | -6% | x | i | 0.1%
S=C(c1cccs1)N1CCN(c2ccccc2)CC1 | 12% | 0% | 12% | -9% | 0.4 | 23% | 2% | i | -0.8%
COc1cc2c(cc1OC)C(c1cccs1)N(C(=O)c1ccc(S(=O)(=O)N(C)C)cc1)CC2 (centres undefined) | -4% | x | 0% | -18% | -0.9 | 17% | -15% | u | -0.3%
O=C1c2c(O)cccc2Cc2cccc(O)c21 | -17% | -8%&1% | 6% | 10% | 0.5 | -6% | -4% | i | -0.5%
Cc1c(Br)cccc1NC(=O)C1(C)CCN1Cc1ccccc1OC(F)F (centres undefined) | x | u | u | -91% | -1.0 | 7% | x | u | 1.7%

Grouped by structure, the compounds so far with a Cl atom (2)
SMILES | A549 tox | ATXN2 expr inh | TGFb inhibitor | HepG2 tox | IL2 activator | EPAC2 ag | Nrf2 block | ATXN viability | Nrf2 activator
Cn1c(CN2CCOCC2)nnc1SCC(=O)Nc1cc(Cl)ccc1Cl | 3% | 15% | 0% | 1% | 0.2 | 3% | -4% | i | -2.3%
O=S1(=O)CC(N2CCN(CCO)CC2)CN1Cc1cn(Cc2ccc(Cl)cc2)nn1 (centres undefined) | x | -9% | x | x | 0.5 | -6% | x | i | 0.1%

Fetched by compound from above, two records:
SMILES | A549 tox | ATXN2 expr inh | TGFb inhibitor | HepG2 tox | IL2 activator | EPAC2 ag | Nrf2 block | ATXN viability | Nrf2 activator
Cc1ccc(-c2nc3ccccc3c(C(=O)NCc3cccs3)c2C)cc1 | -12% | -2% | u | -5% | 0.0 | u | -21% | i | 6.5%
O=C1c2c(O)cccc2Cc2cccc(O)c21 | -17% | -8%&1% | 6% | 10% | 0.5 | -6% | -4% | i | -0.5%

The list continues:
SMILES | A549 tox | ATXN2 expr inh | TGFb inhibitor | HepG2 tox | IL2 activator | EPAC2 ag | Nrf2 block | ATXN viability | Nrf2 activator
Cc1ccc(NC(=O)C2CCCN(c3ncnc4c3nc3n4CCCCC3)C2)nc1 (centres undefined) | -1% | -7% | 0% | -2% | -4.5 | -10% | -10% | i | 0.7%
CCOC(=O)C1CCN(C(C(=O)Nc2ccc3c(c2)OCCO3)c2ccccc2)CC1 (centres undefined) | -6% | 3% | 16% | 2% | -1.4 | 6% | 4% | u | -0.9%
Oc1ccc(-c2nnc(SCc3ccccc3)o2)cc1 | -3% | 21% | -25% | -14% | -0.1 | 17% | u | i | 1.2%
Cc1cnc(C(=O)N(c2ccc(N3CCOCC3)cc2)C2C(=O)Nc3ccccc3N=C2c2ccc(F)cc2)cn1 (centres undefined) | x | 33%[activator] | -14% | -2% | -0.1 | -17% | x | i | 2.9%
O=C(CCc1nc2ccccc2c(=O)[nH]1)NCCN1C(=O)S/C(=C\c2ccc(Cl)cc2Cl)C1=O | -1% | 9% | 25% | -19% | 19 | -1% | u | i | 5.8%
CCN(CC)S(=O)(=O)c1ccc(NC(=O)Cn2c(=O)oc3ccccc32)cc1 | 14% | -15% | -6% | 6% | -0.4 | -10% | -9% | i | 0.4%
C[C@H]1CN([C@@H](C)CO)C(=O)Cc2cc(NC(=O)Cc3cn(C)c4ccccc34)ccc2O[C@@H]1CN(C)S(=O)(=O)c1cn(C)cn1 | -1% | 9% | -7% | -4% | -0.6 | -11% | 8% | i | 0.0%
COc1ccc(NC(=O)C2CCCC2)cc1 | 0% | 8% | 5% | -1% | -1.1 | 6% | 6% | i | 0.3%[9.22 µM]
COc1ccc2[nH]cc(CCNC(=O)CC[C@H]3O[C@@H](n4cc(C)c(=O)[nH]c4=O)C[C@@H]3O)c2c1 | 3% | 9% | 16% | 11% | 0.1 | 0% | 2% | i | -0.9%
NC(=O)CC(NC(=O)Cc1cccc2ccccc12)c1ccc(NC2CCCCCCC2)c([N+](=O)[O-])c1 (centres undefined) | -6% | -17% | 3% | -3% | -0.1 | -6% | 4% | u | -0.8%
NC(=O)C1CCN(C(=O)CN2CCc3ccccc32)CC1 | 4% | 1% | 8% | -14% | 0.2 | 10% | x | i | 0.4%
CCc1ccc2oc(-c3cc(NC(=O)c4cccnc4)cc(C)c3O)nc2c1 | 3% | 35%[activator] | 16% | -8% | x | x | u | i | 0.2%
COc1ccc(C(=O)/C=C/c2cccs2)c(OC(=O)N2CCOCC2)c1 | -9% | -3%[11.3 µM] | -9% | 6% | -2.9 | 2% | -4% | i | 13%
CCOc1ccc(S(=O)(=O)N2CCOCC2)cc1NC(=O)Cc1c(F)cccc1Cl | 0% | -23% | u | 28% | -2.8 | -6% | 1% | i | 0.5%
Cc1ccc(NCCC(=O)c2cccc([N+](=O)[O-])c2)cc1 | -5% | 10% | 10µM* | -73% | -3.5 | -9% | 12% | i | u
CCN(C(=O)COC(=O)c1cccnc1Nc1ccccc1F)C1CCS(=O)(=O)C1 (centres undefined) | -3% | 52%[activator] | -7% | 0% | -1.9 | 0% | 27% | i | 7.2%
CN(c1ccccc1)S(=O)(=O)c1ccc(C(=O)NCC(c2ccco2)N2CCCCC2)cc1 (centres undefined) | 25% | -15% | -5% | -16% | -0.3 | 15% | 19% | i | 2.8%
C=CCOc1ccc2c(c1)c(S(=O)(=O)c1ccc(C)cc1)cn2COC | -5% | 2% | -7% | 8% | 0.6 | 16% | u | i | 2.9%
COc1ccc(OC)c(NC=C2C(=O)OC(C)(C)OC2=O)c1 | -6% | -7% | u | -1% | 0.3 | -2% | 6% | i | 0.4%
Cc1ccc(C)c(S(=O)(=O)C(C#N)c2nc3ccccc3nc2N2CC(C)OC(C)C2)c1 (centres undefined) | x | -22% | -24% | -29% | -1.9 | -6% | 13µM* | i | -0.7%
CC1C=CCC2C(=O)N(c3cccc(C(=O)N4CCN(c5ccc(F)cc5)CC4)c3)C(=O)C12 (centres undefined) | -7% | 2% | -7% | -2% | -1.8 | 3% | -21% | i | 0.3%
O=C1C=CC(=O)N1CCCCCCCCCCN1C(=O)C=CC1=O | u | 10µM* | 13µM* | -28% | -1.0 | -1% | 26µM* | 8.9µM* | u
CC1CCN(S(=O)(=O)N2CCC(C(=O)NCCN3CCOCC3)CC2)CC1 | 14% | -3% | 50%[activator] | -2% | 4.2 | 9% | 14% | i | -0.9%
CCOC(=O)Cn1c(=O)oc2cc(S(=O)(=O)N3CCN(c4cc(C)ccc4C)CC3)ccc21 | -3% | x | u | -19% | x | x | 20% | x | 0.0%
CCN(CC(=O)Nc1cccc(S(=O)(=O)N2CCOCC2)c1)Cc1ccccc1 | -2% | 7% | -2% | 2% | -1.1 | -2% | -15% | u | 0.3%
COc1ccc(N2CCN(C(CNC(=O)C(=O)NCCCO)c3ccco3)CC2)cc1 (centres undefined) | -8% | x | 5% | -2% | -0.8 | 10% | -20% | i | -0.1%
O=C1CC(N2CCOCC2)C(=O)N1c1cccc(Cl)c1 (centres undefined) | 9% | 5% | 6% | -24% | -3.0 | 3% | x | i | -0.2%
CC1=C(C(N)=O)C(c2ccccc2F)n2nc(-c3ccc(Cl)cc3)nc2N1 (centres undefined) | -2% | 5% | -2% | -35% | x | x | 10% | i | 16%
N=C(N)SCc1ccc(Cl)c2ccccc12 | -9% | -11% | u | -38% | -6.1 | 0% | -28% | u | 7.7%
Cc1nn(CCc2nc(-c3ccco3)cs2)c2[nH]c(=O)cc(C(F)(F)F)c12 | 2% | -2% | -3% | 13% | 1.1 | 5% | u | i | 4.2%
Cc1ccc2nc(-c3ccc(O)cc3)c(Nc3ccc4c(c3)OCO4)n2c1 | -3% | 0% | -26% | -36% | x | x | 9% | u | 27%
CN1CCc2ccccc2C1C1CCNCC1 (centres undefined) | -10% | -21% | -25% | 12% | -3.0 | 3% | 19% | i | 2.7%
COc1ccc(OC)c(NC(=O)C2CCN(C(=O)C3CC(=O)N(c4ccc(C)cc4)C3)CC2)c1 (centres undefined) | -2% | 5% | 1% | 7% | -0.8 | -7% | -24% | i | -0.2%
O=C(NCCS(=O)(=O)N1CCN(c2ccccc2)CC1)c1cccs1 | 2% | 5% | -20% | -15% | 1.1 | -2% | -10% | i | -0.4%
COC(=O)CCCCCCCCCCN1CCCCC1 | 13% | 2% | 1% | 2% | -0.5 | -10% | 1% | i | -0.2%
COc1ccc2sc(N(Cc3cccnc3)C(=O)C3COc4ccccc4O3)nc2c1 (centres undefined) | 16% | x | 0% | -15% | x | x | x | x | 0.8%
COC(=O)c1cccc(NC(=O)CC2C(=O)NCCN2C(=O)Nc2cc(C)cc(C)c2)c1 (centres undefined) | -1% | 3% | -2% | 7% | -1.1 | 6% | 9% | i | 0.4%
